Source: PubChem (Fisher Drug Discovery Resource Center)
mcGAS MS inh = blocks mouse cGAS cGAMP production; recombinant mouse cGAS, cGAMP by RapidFire MS; inhibition, % at 12.5 µM; hit rate 0.18% among 130,000;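 active = inhibition of cGAS enzyme activity at or above 60%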;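 note: enzyme stimulated by 45 bp dsDNA with ATP and GTP substrates; cGAMP share of summed cGAMP plus half ATP and half GTP signals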
Target sequence (Q8C6L5 whole entry, looked up): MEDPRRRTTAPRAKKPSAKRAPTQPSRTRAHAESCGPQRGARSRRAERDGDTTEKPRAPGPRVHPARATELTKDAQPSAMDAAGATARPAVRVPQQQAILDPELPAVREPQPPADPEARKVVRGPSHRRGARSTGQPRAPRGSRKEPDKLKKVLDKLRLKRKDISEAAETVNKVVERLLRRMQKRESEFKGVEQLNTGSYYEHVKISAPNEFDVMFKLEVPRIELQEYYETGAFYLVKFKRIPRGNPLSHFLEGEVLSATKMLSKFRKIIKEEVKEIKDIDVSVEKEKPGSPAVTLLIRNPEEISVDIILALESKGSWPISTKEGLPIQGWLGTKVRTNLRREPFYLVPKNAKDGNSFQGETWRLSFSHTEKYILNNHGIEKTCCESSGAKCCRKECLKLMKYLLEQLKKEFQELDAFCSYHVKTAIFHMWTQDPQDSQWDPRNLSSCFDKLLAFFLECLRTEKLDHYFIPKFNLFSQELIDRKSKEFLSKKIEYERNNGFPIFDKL
Active calls of the source: *; & = joins results of further samples. These rows are one share of the data; rates above refer to the full screens.

Structure,mcGAS MS inh
CC(=O)NCCOc1ccc(C(=O)N2CCCC3(CCNC3)C2)cc1 (centres undefined),5
FC(F)Oc1ccc(Br)cc1CNCC1CCCO1 (centres undefined),-18
O=C(Nc1ccc(OC2CCCC2)cc1)N1CCN(c2ncccn2)CC1,-1
O=c1[nH]nc(NN=Cc2ccccn2)c(=O)[nH]1,-34
Cc1cc(-n2c(C)cc(C(=O)CSc3nnc(C4CC4)n3C3CC3)c2C)no1,-3
Cn1ncc(N2CCOC(CCNc3ncnc4c3CCNC4)C2)cc1=O (centres undefined),-35
Cc1ccoc1C(=O)NCC1(Cn2ccnc2)CC1,-28
O=C(CN1CCN(C(=O)c2cccs2)CC1)NC(=O)NC1CCCC1,-4
CCc1ccccc1NC(=O)C(=O)NCC(c1cccnc1)N1CCc2ccccc21 (centres undefined),-2
CC(C)CC1NC(=O)c2cnc(-c3ccc(S(C)(=O)=O)cc3)nc21 (centres undefined),2
Cc1ccc(-c2ccnc(NCCC(=O)Nc3nccs3)n2)c(C)n1,2
COC(=O)c1ccc(Cn2nc(C3CC3)c3cnn(-c4ccccc4C)c3c2=O)cc1,-9
CC1CCN(C(=O)[C@@H](C)NC(=O)OC(C)(C)C)C2CCCCC12 (some centres undefined),-3
N=C1/C(=C/c2cccs2)C(=O)N=C2SC(Cc3ccccc3)=NN12,-11
Cc1nnc(CN2CCOc3c(O)cc(-c4csc5ccccc45)cc3C2)o1,-48
CC1(C)O[C@@H]2C[C@H]3[C@@H]4CCC5=CC(=O)C=C[C@]5(C)[C@@]4(F)[C@@H](O)C[C@]3(C)[C@]2(C(=O)CO)O1,-14
CC1(C)Oc2ccccc2C(=O)C1Sc1ccccc1 (centres undefined),-10
Nc1cnc(-n2cnc3ccccc32)cn1,7
Cc1cc(-c2ccccc2)c2c(n1)sc1c(=O)n(CC(=O)Nc3ccc(Cl)cc3)cnc12,-16
CCCn1c(CN2CCCCC2C)nc2cc(S(=O)(=O)N(C)C)ccc21 (centres undefined),10
CCC1CN(C(=O)c2nn(C)c3c2CCCC3)CCC(=O)N1Cc1ccccc1 (centres undefined),-6
CC(Sc1ccccc1)C(=O)NC(c1ccc(F)cc1)c1nccn1C (centres undefined),-6
O=C(CN1CCSC1=O)Nc1ccc2c(c1)OC1(CCCC1)O2,-5
CC(C)CC(=O)N1Cc2ccccc2CC1C(=O)Nc1ccc(C#N)cc1 (centres undefined),6
O=C(c1cccs1)N(CCN1CCCCC1)CC1CCCN(C2CCCC2)C1 (centres undefined),-8&-6

The last 2 records of the part above come first, to join the parts:
Structure,mcGAS MS inh
CC(C)CC(=O)N1Cc2ccccc2CC1C(=O)Nc1ccc(C#N)cc1 (centres undefined),6
O=C(c1cccs1)N(CCN1CCCCC1)CC1CCCN(C2CCCC2)C1 (centres undefined),-8&-6
COCCCOC1CN(C(=O)c2cc(Br)cc(Cl)c2O)C1,-4
COCCNC(=S)Nc1c(C(=O)OC)sc2c1CCC(C(C)(C)C)C2 (centres undefined),9
CCNC(=O)C1(C)CCCCN1Cc1ccc(C(=O)OCC)o1 (centres undefined),0
COc1cc(/C=C2N=C(/C=C/c3ccc(C)cc3)OC/2=O)cc(OC)c1OC,-8
CCc1nc(NC(=O)NCc2cccc(SC)c2)nn1C,-35
O=C(Cn1cc2ccccc2n1)N1CCOc2ccc(CN3CCN(CCO)CC3)cc2C1,-11
CC(NC(=O)C1(OCc2ccccc2)CCOCC1)c1ccc(Cl)s1 (centres undefined),-4
O=C(c1ccccc1)C1CCN(C(=O)C2CCC(=O)N(CCCc3ccccc3)C2)CC1 (centres undefined),-12&0
O=[N+]([O-])c1ccc(C=NNc2ccc(Cl)c(Cl)c2)o1,-1
CN(CC(=O)NCCc1ccccc1F)C(=O)c1ccc(Br)s1,-14
Cn1cc(Br)cc1C(=O)NCCn1cnnc1C1CC1,-7
c1coc(-c2cc(C3CCN(C[C@@H]4CCCN5CCCC[C@H]45)CC3)[nH]n2)c1,0
CCCCn1c(=O)c2c(nc3n2CC(C)=NN3CC(N)=O)n(C)c1=O,0
CC(C)CCNc1nnc(C(C)C)s1,-13
Cn1c(=O)c2[nH]c(CN3CCN(c4ccc(F)cc4)CC3)nc2n(C)c1=O,-6
Cc1ccc(C(=O)OC(C)c2nc(-c3cccnc3)no2)c(O)c1 (centres undefined),-5
C=CCCC(=O)NCC(C)Oc1cccc(F)c1 (centres undefined),-2
C=CCNC(=O)Cn1c(CO)cnc1SCC(=O)Nc1ccccc1C(F)(F)F,-7
IC12CCC(c3ccccc3)(CC1)CC2,-12
CC(C)NC(=O)c1ccccc1-c1cc(Cl)c2c(c1)CC(CN)O2 (centres undefined),-12
O=C(O)CNc1ccccc1C(=O)NCC[C@@H]1C[C@@H]2C=C[C@H]1C2,0
C=CCN(CC=C)C(=O)CN1CCCC1c1cc(C)no1 (centres undefined),-11
COC(=O)C(C)N1C(=O)SC(=Cc2ccc(N3CCOCC3)o2)C1=O (centres undefined),-4
Cc1ncc(C(=O)N2CCCN(CC3CC3)C(C(C)C)C2)cn1 (centres undefined),-7
O=[N+]([O-])c1ccccc1N(CC1CO1)S(=O)(=O)c1ccccc1 (centres undefined),-6

Next section; it opens with the 4 that closed the last part.
Structure,mcGAS MS inh
C=CCN(CC=C)C(=O)CN1CCCC1c1cc(C)no1 (centres undefined),-11
COC(=O)C(C)N1C(=O)SC(=Cc2ccc(N3CCOCC3)o2)C1=O (centres undefined),-4
Cc1ncc(C(=O)N2CCCN(CC3CC3)C(C(C)C)C2)cn1 (centres undefined),-7
O=[N+]([O-])c1ccccc1N(CC1CO1)S(=O)(=O)c1ccccc1 (centres undefined),-6
Cc1nc(N2CC(C)OC(C)(C)C2)nc(N2CC(C)OC(C)(C)C2)c1Cl (centres undefined),-7
N#CCC1(COC(=O)c2ccsc2)CC1,-1
O=C(Oc1ccc2ccc(O)cc2c1)c1cccc(Cl)c1,-4
CN(Cc1ccccc1)c1ncccc1CNC(=O)c1ccc[nH]1,-48
CC(C)c1cc(C2CCN(C(=O)C3=CC(=O)CC(C)(C)O3)CC2)[nH]n1,-17
Cc1ccccc1C(NC(=O)CNC(=O)c1ccoc1C)C(C)C (centres undefined),0
CC(C)[C@H](NS(=O)(=O)c1ccccc1S(C)(=O)=O)c1nnc2c(C(F)(F)F)cccn12,-4
CC1(C(=O)NS(=O)(=O)c2cccs2)CCN1C(=O)COc1ccc(Cl)cc1 (centres undefined),-4
Cc1cc2n(n1)CC(CNCc1ccc3c(c1)CCCN3C)CN2 (centres undefined),5
O=C1CC(NS(=O)(=O)NCc2ccccc2)CN1c1ccccc1Cl (centres undefined),-22
CNC(=O)c1nnc2n1C(c1ccccc1)CN(C(=O)c1ccccc1Oc1ccccc1)C2 (centres undefined),-12
CSc1ccccc1-c1cnc(NC(C)=O)cn1,-5
N#CC1(c2cccc(C(F)(F)F)c2)CCCCC1,-16
CCN(Cc1ncccc1C(=O)O)Cc1c(F)cccc1Cl,-17
Cc1cc(C)cc(NC(=O)CC(=O)NCc2ccccc2)c1,-24
CCOC(=O)c1nn(-c2ccc(F)cc2)cc1O,-7
CC(CCn1cccn1)NCc1n[nH]c2c1CCCCC2 (centres undefined),-21
Cc1nc(Cl)cc(N(OC(=O)c2ccccc2)C(=O)c2ccccc2)n1,-3
CCCCn1c(SCC(=O)Nc2cc(C)ccc2C)n[nH]c1=O,-4
CCN(Cc1ccc(Cl)s1)C(=O)Nc1ccc(F)cc1,0
O=C(c1c(OCc2ccccn2)nn2ccsc12)N1CCC(CO)CC1,-4
Cc1ccc2c(c1)c1c(n2C)CC[N+](C)(C)C1,-3
Cc1onc(-c2ccccc2Cl)c1C(=O)NCc1ccc2c(c1)OCO2,-3
C/C(=N/NC(=O)c1ccc(C)cc1)C(C)(C)C,0
COc1ccc(-n2c(C)nc3ccc(NC(=O)Nc4ccc(C)cc4C)cc3c2=O)cc1,-11
COc1ccc(CCCN2C(=O)O[C@@H]3CN(c4nc(C)cc(C)n4)C[C@@H]32)cc1,-8
O=C(Nc1cc(Cl)ccc1Cl)c1noc2c1CCC2,18
Cc1ccc(-c2csc(/C=C/c3cccc(O)c3)n2)cc1,7
CCn1c(C2CCN(Cc3ccc(Cn4cccn4)cc3)CC2)n[nH]c1=O,1
C=CCn1c(CCCO)nc2ccccc21,7
O=C(c1ccc(Cl)cc1Cl)N1CCCC(OCc2cc(F)ccc2F)C1 (centres undefined),-7
CO[C@H]1C=CO[C@@]2(C)Oc3c(C)c(O)c4c(O)c(c5c(c4c3C2=O)NC2(CCN(CC(C)C)CC2)N=5)=NC(=O)/C(C)=C\C=C/[C@H](C)[C@H](O)[C@@H](C)[C@@H](O)[C@@H](C)[C@H](OC(C)=O)[C@@H]1C,0
O=C(O)c1cc(O)c(O)c(O)c1,35
CNCC1COc2ccccc2O1 (centres undefined),-1
c1cnn(CCC2CCCCN2c2nc3nonc3nc2N2CCOCC2)c1 (centres undefined),-1
CC(NC(=O)c1cn[nH]n1)c1ccc(-c2cccnc2)cc1 (centres undefined),-1
Cc1ccoc1C(=O)N1CCCCC1CNS(C)(=O)=O (centres undefined),-10&1
COc1cc(NCCNC(=O)c2ccncc2)ncn1,-16
Cc1cccn2c(=O)nc(SCC(=O)NC(C)(C)C)nc12,-1
Cc1nnc(NCCO)[nH]c1=O,-8
Cc1nc(CN(C)C(=O)Cc2cc3c(cc2Cl)OCCO3)no1,-37
COc1cccc(CNC(=O)CC2CSc3nc4c(c(=O)n32)CCCC4)c1 (centres undefined),-5
C=C(C)Cn1c(C2CC(=O)N(CCc3ccccc3)C2)nc2ccccc21 (centres undefined),-1
CCOc1ccc(-c2nc(CN(C)Cc3nonc3C)c(C)o2)cc1,-2
O=C(C1CC1)N1C[C@H]2CN(S(=O)(=O)c3cccs3)C[C@@]2(C(=O)O)C1,-22
CCCN(CC1CC1)C(=O)Cn1cnc2scc(-c3ccc(C)s3)c2c1=O,-11
CC(C)Cn1c(-c2ccco2)n[nH]c1=S,1
CCC(C)c1ccc(S(=O)(=O)NCc2nccc3ccccc23)cc1 (centres undefined),4
CC1CCCC(OCC(=O)Nc2cc(-n3cnnn3)ccc2F)C1 (centres undefined),-10
O=S(=O)(NC1CCN(CC(O)c2ccc3c(c2)OCO3)CC1)c1cccs1 (centres undefined),2

Exported field by field: 3 of the compounds above.
> c1coc(-c2cc(C3CCN(C[C@@H]4CCCN5CCCC[C@H]45)CC3)[nH]n2)c1
- mcGAS MS inh = 0

> CCCn1c(CN2CCCCC2C)nc2cc(S(=O)(=O)N(C)C)ccc21 (centres undefined)
- mcGAS MS inh = 10

> CC(C)CCNc1nnc(C(C)C)s1
- mcGAS MS inh = -13

(further entries)
Structure,mcGAS MS inh
N#Cc1ccccc1NC(=O)CN(Cc1ccco1)C1CCS(=O)(=O)C1 (centres undefined),-4
c1ccc(-c2noc(C3COCCO3)n2)nc1 (centres undefined),0
CCc1ccc(-c2cc(C(=O)N3CCNC(=O)C3CCO)[nH]n2)cc1 (centres undefined),-8
Cc1csc(CNC(=O)C(OC2CCCC2)c2ccccc2)n1 (centres undefined),-19
O=C(Nc1ccc(Cl)cc1)c1ccc(N2CC3CC(C2)c2cccc(=O)n2C3)c(NC(=O)c2ccc(Br)o2)c1 (centres undefined),-10
CCC(CC)n1c(=O)n(Cc2cncn2CC)c2cc(C(=O)O)cnc21,-11
NCCCCCc1nc(-c2cccs2)no1,-5
O=S(=O)(c1ccc(NCc2ccc(-n3ccnc3)cc2)cc1)C(F)F,-6
O=[N+]([O-])c1cccc(C=NNc2nc3ccccc3s2)c1,-48
COc1cc2c(cc1NC(=O)COC(=O)C1CCCCC1)oc1ccccc12,14
CC(=O)N1CCN(C(=O)CCc2c(C)nn(-c3nc(C)c(C)c(=O)[nH]3)c2C)CC1,-1
Nc1cc(N2CCOCC2)c(S(=O)(=O)C(F)(F)F)cc1[N+](=O)[O-],-5
CN(c1ccccc1)S(=O)(=O)c1ccc(C(=O)Nc2sccc2C(N)=O)cc1,-6
N#CC(C#N)=C1C(Cl)=C(N2CCCCC2)c2ccccc21,-6
CC(C)CCn1c(NCCCO)nc2c1c(=O)[nH]c(=O)n2C,0
Cc1c(C(=O)Nc2cccc([N+](=O)[O-])c2)oc2ccccc12,-4
Fc1cc2nc(CCl)[nH]c2cc1F,-39
COc1ccc(/C=C2N=C(/C=C/c3cccc(Cl)c3Cl)OC\2=O)c(OC)c1,-5
Cc1sc(C(=O)N2CCOC(C(N)=O)C2)cc1-c1ccc(F)cc1 (centres undefined),-11&-11
Cc1nn(C)c(Cl)c1CN1CC[C@@H](c2ccc(F)cc2)[C@H](O)C1,-15
Cc1ccc(NC(=O)CSc2nc3ccccc3c(=N)s2)cc1,18
CCOc1c(Br)cc(C(=O)NNC(=O)c2ccc(C)o2)cc1OC,-16
O=C1CCC(Cc2nc(-c3ccccn3)no2)N1 (centres undefined),5
CC(=O)c1sc(N2N=C3CCCCC3C2c2ccccc2)nc1C (centres undefined),-1
CCN1CCN(c2ccc(NC(=O)c3ncn[nH]3)cc2Cl)CC1,-2
NC(=O)c1cccc(-c2ccc3c(c2)N(CCN2CCOCC2)C(=O)COC3)c1,-9
CC(=O)N1CCc2cc(NC(=O)C3(C)CCN3Cc3ccc(C(C)C)cc3)ccc21 (centres undefined),-6
O=C1NC(=O)C(=C2CCCCC2)S1,50
N#CCSc1ccc2nc(-c3ccccc3)cn2n1,-5
